Bioassay records as filed in PubChem BioAssay.
FEN1 inh = human FEN1 inhibition | Potency, µM (titrated, usually from 114 µM), for the others: top-dose activity change, negative = inhibition, most hits filed as inhibitors | 0.35% of 390,000 active | Recombinant FEN1 flap cleavage, fluorescence, 15 min; also: nearly all actives have a fitted effect of over 65% in size
Target sequence (P39748 whole entry, looked up): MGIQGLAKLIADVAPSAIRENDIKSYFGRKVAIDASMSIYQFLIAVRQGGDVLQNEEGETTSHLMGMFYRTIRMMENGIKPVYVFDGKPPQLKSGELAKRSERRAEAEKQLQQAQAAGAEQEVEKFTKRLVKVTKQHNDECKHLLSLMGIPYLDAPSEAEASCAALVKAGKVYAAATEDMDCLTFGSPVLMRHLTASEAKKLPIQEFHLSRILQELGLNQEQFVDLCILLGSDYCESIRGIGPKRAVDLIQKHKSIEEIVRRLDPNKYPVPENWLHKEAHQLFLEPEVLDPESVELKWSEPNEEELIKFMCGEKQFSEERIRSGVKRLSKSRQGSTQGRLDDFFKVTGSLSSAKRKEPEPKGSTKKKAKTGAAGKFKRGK
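Concentration–response screening of FEN1 (10 nM): 15 min compound preincubation at room temperature, reaction started with 50 nM substrate and read at 0 and 15 min. Corrected, normalized data were fitted by a four-parameter Hill equation.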
TDP1 block = inhibitors of human tyrosyl-DNA phosphodiesterase TDP1. 0.28% of 350,000 active. Q9NUW8. AID 485290. recombinant TDP1, AlphaScreen DNA substrate cleavage. Potency, µM (highest dose often 130 µM), without a hit: top-dose activity change, negative = inhibition, actives largely listed as inhibitors; also: nearly all actives have a fitted effect of over 40% in size
Target sequence (Q9NUW8 whole entry, looked up): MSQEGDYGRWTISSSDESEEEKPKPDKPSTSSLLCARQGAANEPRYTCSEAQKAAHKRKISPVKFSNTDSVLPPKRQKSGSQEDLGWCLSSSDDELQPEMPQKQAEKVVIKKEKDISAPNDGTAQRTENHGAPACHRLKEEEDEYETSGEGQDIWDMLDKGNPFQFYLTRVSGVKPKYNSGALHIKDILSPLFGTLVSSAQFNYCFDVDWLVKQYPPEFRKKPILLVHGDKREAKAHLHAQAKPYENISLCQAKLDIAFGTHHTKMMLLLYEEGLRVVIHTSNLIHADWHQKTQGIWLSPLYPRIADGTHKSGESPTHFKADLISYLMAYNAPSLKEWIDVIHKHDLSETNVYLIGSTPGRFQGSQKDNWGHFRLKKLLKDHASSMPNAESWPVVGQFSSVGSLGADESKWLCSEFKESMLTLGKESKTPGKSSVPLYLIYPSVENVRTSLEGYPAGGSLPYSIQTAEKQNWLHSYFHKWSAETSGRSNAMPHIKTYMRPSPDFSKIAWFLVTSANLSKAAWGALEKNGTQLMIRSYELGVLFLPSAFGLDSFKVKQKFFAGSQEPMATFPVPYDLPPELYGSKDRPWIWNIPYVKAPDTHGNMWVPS
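Tdp1 1 nM final; 15 min RT w/ cpd; substrate 15 nM, 5 min; beads 10 ug/ml, 10 min; AlphaScreen read. Neg ctrl: no enzyme.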
N370S GC mod = N370S glucocerebrosidase modulation, Gaucher chaperone candidate; Potency, µM (titrated, usually from 59.4 µM), for the others: at the highest dose activity change, negative = inhibition, usual class: inhibitors; P04062; N370S GC spleen homogenate, 4MU-glucoside fluorescence; AID 2101; 0.092% of 330,000 active;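 also: 0% = full enzyme activity and -100% = no enzyme basal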
An asterisk follows results filed as active; u = inconclusive; x = not tested or not shown; & = joins results of further samples; [ ] = another dose, or the depositor's remark. Calls follow the shape of the dose curve; as a rule, active = well fitted curve in the direction sought with a large enough effect; inconclusive = small, poorly fitted or top-dose-only effect, or another doubt; inactive = no such curve, though single readings can be large; an effect the other way counts as inactive or inconclusive. Unless noted, % is scaled to controls: 0 for no effect and ±100 for the full control effect; potency is read from the fitted curve at half-maximal effect. The order is random; overall some 0.53% were active at least once.

SMILES	FEN1 inh	TDP1 block	N370S GC mod
O=C(CCc1ccc(O)c(O)c1)N/N=C/c1ccc2c(c1)OCO2	1%	1%	-2%
CCCOc1ccc(C2c3c(oc4ccccc4c3=O)C(=O)N2c2nnc(C(C)C)s2)cc1 (stereo not given)	-5%	2%	x
Cc1ccc(S(=O)(=O)N2CCN(C(C)C(=O)NCC(C)c3ccccc3)CC2)cc1 (stereo not given)	-6%	0%	x
COc1ccc(C(=O)Nc2c(C(C)(C)C)nn(C)c2C(C)(C)C)cc1	9%	5%	-12%
O=C(CN1CCCCCC1)N/N=C/c1ccc2ccccc2c1	-2%	x	2%
FC(F)(F)c1cc(-c2ccc3c(c2)OCO3)nc(NCc2ccco2)n1	-19%	1%	8%
O=C(CCS(=O)(=O)c1ccccc1)Nc1ccc2c(c1)OCO2	2%	x	6%
Cc1csc(=O)n1CC(=O)OCC(=O)NNC(=O)c1ccccc1	5%	2%	0%
Cc1ccc(-n2nnc3c(=O)n(CC(=O)NCC4CCCO4)cnc32)cc1 (stereo not given)	-5%	4%	0%
CN(C)S(=O)(=O)c1ccc(=S)[nH]c1	19%	3%	0%
CC1(C)CC(NC(=O)Cc2ccc(Cl)cc2)CC(C)(C)N1	4%	2%	-1%
CC(=O)Nc1cccc(Oc2nc(C(F)(F)F)nc3ccccc23)c1	-17%	5%[0.0935 µM]	-5%
O=C(c1ccc(OC2CCN(C/C=C/c3ccccc3)CC2)cc1)N1CCCCC1	-1%	4%	-10%
Cn1c(NCCCN2CCOCC2)nc2c1c(=O)n(Cc1ccc(Cl)cc1Cl)c(=O)n2C	3%	5%	-19%
COc1ccc(Cc2nnc(SCC(=O)N3CCCCC3)o2)cc1	-3%	5%	-6%
CCOc1ccc(C(NC(=O)/C=C/c2ccco2)c2ccc(OC)c(OC)c2)cc1 (stereo not given)	-1%	5%	-3%
CCOc1ccc(C2=Cc3cc(OC)c(OC)cc3C(=C(Cl)Cl)O2)cc1	x	6%	-22%
O=C(O)c1cccc(NC(=O)c2cc(S(=O)(=O)N3CCOCC3)cs2)c1	13%	-3%	6%
Cc1ccc(C(=O)N2N=C(c3ccccc3O)CC2c2ccccc2)cc1 (stereo not given)	-7%	x	-8%
COc1ccc(CCNc2cc(N3CCN(C(=O)c4ccccc4F)CC3)ccc2[N+](=O)[O-])cc1OC	0%	6%	-9%
COc1ccc(C)cc1Nc1c2c(nc3ccccc13)CCC2	-16%&9%	0%	-15%
Cc1cc(C(=O)CSc2nnc(NCc3ccccc3)s2)c(C)n1C	-4%	6%	2%
CO/N=C(/C)CCC(=O)OC[C@@H]1O[C@H](C#Cc2ccccc2)C=C[C@@H]1Oc1ccc(C)cc1	x	-4%[21 µM]	-4%[12.8 µM]
CCC(=O)Nc1cc(C(=O)OCc2ccc(C(=O)Oc3ccccc3)cc2)ccc1C	4%	-3%	6%
Cn1cc(S(=O)(=O)N2CCCCC2)cc1C(=O)Nc1cccc(C#N)c1	-7%	4%	x
CC(=O)Nc1ccc(S(=O)(=O)NCCC(=O)OC(C)C(=O)c2ccc(C)cc2)cc1 (stereo not given)	-17%	-1%	-10%
CCCCCCc1c(C)[nH]c2nc3ccccc3n2c1=O	-17%	x	3%
O=C(OCC(=O)N1CCN(c2ccccc2)CC1)c1ccc2ccccc2n1	-7%	0%	7%
CCN(CC)S(=O)(=O)c1cccc(C(=O)OCC(=O)c2ccc3c(c2)OCCO3)c1	0%	0%	11%
COc1ccc(Cn2c(CO)cnc2SCc2ccc(C)cc2)cc1	7%	8%	x
CC(=O)Nc1cccc(CCc2nc3ccccc3[nH]2)c1	3%	x	3%
COC(=O)c1ccccc1NC(=O)c1ccc(-c2nc(CSc3ccc(C)cc3)c(C)o2)cc1	6%	3%	x
Cc1ccc(S(=O)(=O)/N=C2/NC(=O)/C(=C/c3ccc(Br)o3)S2)cc1	-16%	x	-3%
Cc1ccc(-c2cc(C(=O)Nc3ccccc3C)c3ccccc3n2)o1	-1%	-5%	-2%
CCCCCC1CC(CC(=O)Nc2nncs2)C(=O)O1 (stereo not given)	2%	0%	-4%
CCOC(=O)c1c(C)[nH]c(C)c1S(=O)(=O)N1CCCC(C(=O)NCc2ccc(N(C)C)cc2)C1 (stereo not given)	-1%	3%	x
O=C(NCCc1ccccc1)c1c(O)c2cccc3c2n(c1=O)CC3	-5%	9%	26%
CCCN(C(=O)c1cc(C)ccc1C)c1c(N)n(Cc2ccccc2)c(=O)[nH]c1=O	11%	0%	x
COc1ccccc1-c1c(C)oc2c(CN3CCN(CCO)CC3)c(O)ccc2c1=O	7%	2%	-3%
COc1ccc(-c2cc(C(=O)NCCc3ccccc3)c3c(-c4ccc(Cl)cc4)[nH]nc3n2)cc1	3%	3%	x
CSc1nnc([C@H](Cc2c[nH]c3ccccc23)NC(=O)OC(C)(C)C)o1	-5%	0%	-1%
CCCOc1ccc(N2CC(C(=O)Nc3ccccc3C(=O)NC)CC2=O)cc1 (stereo not given)	18%	3%	-5%
O=C(CCNC(=O)c1ccco1)Nc1ccc(OC(F)F)cc1	-3%	1%	-5%
Cc1cc(C)c(S(=O)(=O)N(C)CC(=O)NCCN2CCOCC2)c(C)c1	11%	x	-20%
Cc1nn(C)c(Cl)c1NC(=O)OCc1ccc(F)cc1	1%	-2%	14%
COc1ccc(C(=O)COC(=O)c2sccc2C)cc1OC	-5%	0%	x
Cc1ccc(OCc2cc(C(=O)Nc3ccccc3)oc2C)cc1	-2%	8%	u
CCOC(=O)N1CCN(CCc2ccccc2)CC1	-5%	x	-4%
CCN(CC)C(=O)C1CCCN(c2ccccc2[N+](=O)[O-])C1 (stereo not given)	-11%	5%	9%
CCc1nc(SCC(=O)Nc2cc(C)on2)n[nH]1	-4%	-2%	5%
Cc1cc(NC(=S)NC(=O)/C=C/c2ccc(S(=O)(=O)N3CCOCC3)cc2)ccc1Br	3%	8%	-15%
Cc1cc(C)c(C(N)=O)c(NC(=O)Nc2ccccc2Cl)n1	-8%	4%	7%
CC(C)(C)c1ccc(-c2nc(C#N)c(NCc3ccncc3)o2)cc1	-15%	6%	-4%
O=C1c2ccccc2C(=O)N1CCCCc1cn(C[C@H]2CC[C@@H]([C@@H]3CC[C@H](Cn4cc(CCCCN5C(=O)c6ccccc6C5=O)nn4)O3)O2)nn1	-4%	3%	x
COc1ccc(-c2c(C)cc3oc(=O)cc(-c4ccccc4)c3c2C)cc1F	0%	-2%[56.1 µM]	18%[89.1 µM]
Cc1ccc(Cl)c(OC(=O)C2CSC3(C)CCC(=O)N23)c1 (stereo not given)	5%	x	0%
CC(Oc1ccccc1)C(=O)N=C1SC2CS(=O)(=O)CC2N1Cc1ccccc1 (stereo not given)	8%	0%	7%
CCc1ccc(NC(=O)c2nc(S(=O)(=O)Cc3ccccc3)ncc2Cl)cc1	x	1%	-13%
NC(=O)CNC(=O)C1CCCc2c1[nH]c1ccc(Cl)cc21 (stereo not given)	-17%	2%	-3%
CC(C)(C)OC(=O)N1CCC(c2c(C(=O)N3CCN(c4ccc(Cl)cc4)CC3)cnn2-c2ccc(F)cc2F)CC1	-16%	3%	x

Among those listed so far, 7 have fluorine:
SMILES	FEN1 inh	TDP1 block	N370S GC mod
FC(F)(F)c1cc(-c2ccc3c(c2)OCO3)nc(NCc2ccco2)n1	-19%	1%	8%
CC(=O)Nc1cccc(Oc2nc(C(F)(F)F)nc3ccccc23)c1	-17%	5%[0.0935 µM]	-5%
COc1ccc(CCNc2cc(N3CCN(C(=O)c4ccccc4F)CC3)ccc2[N+](=O)[O-])cc1OC	0%	6%	-9%
O=C(CCNC(=O)c1ccco1)Nc1ccc(OC(F)F)cc1	-3%	1%	-5%
Cc1nn(C)c(Cl)c1NC(=O)OCc1ccc(F)cc1	1%	-2%	14%
COc1ccc(-c2c(C)cc3oc(=O)cc(-c4ccccc4)c3c2C)cc1F	0%	-2%[56.1 µM]	18%[89.1 µM]
CC(C)(C)OC(=O)N1CCC(c2c(C(=O)N3CCN(c4ccc(Cl)cc4)CC3)cnn2-c2ccc(F)cc2F)CC1	-16%	3%	x

Further compounds.
SMILES	FEN1 inh	TDP1 block	N370S GC mod
COc1ccc(-c2noc(CN3CCN(c4cccc(Cl)c4)CC3)n2)cc1	-17%	1%	x
CCCc1cc(=O)oc2c(C)c(OCC(=O)N3CCC(C(N)=O)CC3)ccc12	-1%	x	4%
O=C(O)CC1=C(O)C(=O)N(c2ccccc2)C1c1ccccc1 (stereo not given)	9%	x	0%
O=C(CSC1=Nc2ccccc2N=C(c2ccc(F)cc2)C1)Nc1cc(F)ccc1F	9%	8%	x
CCN(CC)S(=O)(=O)c1ccc(=O)[nH]c1	-4%	-1%	-3%
Cc1nnc(NC(=O)C2CCCN2S(=O)(=O)c2ccc(Cl)cc2)s1 (stereo not given)	1%	0%	1%
O=C(O)c1ccnc(C(=O)O)c1	-9%	1%	9%
COC(=O)[C@H](CC(C)C)NC(=O)Nc1ccc2c(c1)OCCO2	-6%	3%	15%
CCO[C@H]1OC(C(=O)NC2CC2)=C[C@@H](c2coc3ccccc3c2=O)[C@@H]1CCCO	-3%	5%	-6%
Cc1ccc(C2NC(=NCc3ccccc3)Nc3nc(C)cc(=O)n32)cc1 (stereo not given)	-2%	8%	-14%
O=C(Nc1ccc2oc(=O)ccc2c1)c1ccc(-c2cccc(Cl)c2)o1	-2%	x	-16%
Cc1[nH]c(C)c2c(=O)[nH]ncc12	-4%	5%	0%
Cc1nn(C)c(C)c1NC(=O)c1ccnn1C	-1%	2%	7%
CCOc1cc(CNCc2cccs2)ccc1OCC(=O)NC(C)(C)C	2%	-5%	-24%
C=CCC[C@@H](Cc1ccc(F)cc1)C(=O)OC[C@H](C)NC(=O)[C@H](CC=C)CC(=O)N(CCO)Cc1ccccc1	3%	-1%	x
CNC(=O)c1sccc1Oc1ccc(F)cc1[N+](=O)[O-]	9%	3%	5%
COc1ccccc1C1=CC(=O)C[C@H](c2ccc(F)cc2)C1	-22%	-10%	x
CC(C)CCN(C(=O)Cc1ccccc1F)c1c(N)n(Cc2ccccc2)c(=O)[nH]c1=O	-13%	-3%	6%
O=C(Nc1ccc2c(c1)OCO2)c1ccccn1	-26%	3%	x
Cc1ccc(S(=O)(=O)NCCC(=O)Nc2ncccc2O)cc1C	-1%	-17%	1%

Three entries from above, set out differently:
Molecule: Cc1[nH]c(C)c2c(=O)[nH]ncc12
  FEN1 inh: -4% | TDP1 block: 5% | N370S GC mod: 0%

Molecule: CNC(=O)c1sccc1Oc1ccc(F)cc1[N+](=O)[O-]
  FEN1 inh: 9% | TDP1 block: 3% | N370S GC mod: 5%

Molecule: O=C(Nc1ccc2oc(=O)ccc2c1)c1ccc(-c2cccc(Cl)c2)o1
  FEN1 inh: -2% | TDP1 block: x | N370S GC mod: -16%

Following part
SMILES	FEN1 inh	TDP1 block	N370S GC mod
CCOc1ccccc1NS(=O)(=O)c1cn(C)c(=O)n(C)c1=O	5%	x	3%
Cc1ccc(SCC(=O)NNC(=O)CNC(=O)c2ccc(Br)cc2)cc1	-11%	-4%	x
COc1cccc(CN2CC(C(=O)NCCCc3ccncc3)CCC2=O)c1 (stereo not given)	1%	3%	-3%
CCOc1ccc(S(=O)(=O)Nc2ccccc2C(=O)NCC2CCCO2)cc1 (stereo not given)	-13%	1%	0%
CS(=O)(=O)c1ncc(Cl)c(C(=O)Nc2ccc(N3CCOCC3)cc2)n1	5%	5%	-3%
O=C(Nc1ccc(Cl)c(Cl)c1)c1ccc(Cl)c(Cl)c1	-17%	3%	8%
O=C(O[C@@H]1OC2COC(=O)c3cc(O)c(O)c(O)c3-c3c(cc(O)c(O)c3O)C(=O)O[C@@H]([C@H]1O)[C@@H]2O)c1cc(O)c(O)c(O)c1	0.71µM*	-4%	3%
C/C(CC(=O)N1CCN(C=O)CC1)=N\NC(=O)c1ccc(Cl)cc1	-6%	-2%	-1%
CC(NC(=O)COC(=O)c1ccccc1O)C1CC2CCC1C2 (stereo not given)	12%	-6%	x
Cc1cc(NC(=O)c2ccc(F)cc2)no1	5%	x	3%
COc1cc(/C=C2/SC(=O)N(Cc3ccccc3Cl)C2=O)ccc1OCc1ccncc1	-2%	2%	2%
COc1ccc(OCCCN2CCCCCC2)cc1	5%	6%	-4%
